HT1080NT lethal – qHTS for induction of synthetic lethality in tumor cells producing 2HG: qHTS for the HT-1080-NT fibrosarcoma cell line | HT-1080-NT fibrosarcoma viability, CellTiter-Glo ATP luminescence, 48 h | Potency, µM (highest dose often 46.1 µM), inactives show at the highest dose activity, negative = less viability, hits mostly cytotoxic | hit rate 1.6% among 360,000;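 further: NT is the 2HG producing partner of a matched IDH1 knockdown line; potency means the concentration at half of the fitted maximal effect; 0% = DMSO-treated cells and -100% = media-only wells without cells; nearly all actives have a fitted effect of over 55% in size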
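Fibrosarcoma NT cells, 750 per well in 5% FBS RPMI, were exposed to compound for 48 hours. Viability: CellTiter-Glo luminescence.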
KB-V1 cytotox – qHTS assay for MDR1-selective chemotherapeutics: Primary screen using the drug-selected MDR subline cells KB-V1 | KB-V1 MDR cells viability, CellTiter-Glo, 72 h | Potency, µM (titrated, usually from 46.1 µM), without a hit: at the top dose activity change, negative = cytotoxicity, actives largely listed as cytotoxic | hit rate 3.4% among 400,000 | AID 1347076, 2019; further: potency means the concentration at half of the fitted maximal effect; on the % scale 0 is the no-effect control and ±100 the full control effect; nearly all actives have a fitted effect of over 60% in size
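Cytotoxicity toward P-gp-expressing KB-V1 cells was determined as loss of CellTiter-Glo luminescence after 72 h at 37 degrees C. Compounds were tested in quantitative HTS format across a concentration range, with curves fitted to normalized data.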
MCF10A rereplic – A quantitative high throughput screen for small molecules that induce DNA re-replication in MCF 10a normal breast cells; MCF 10A DNA re-replication, Hoechst nuclear intensity, 48 h; Potency, µM (doses to about 46.1 µM), for the others: at the top dose activity, positive = re-replication, actives largely listed as activators; hit rate 2.9% among 350,000; further: potency means the concentration at half of the fitted maximal effect; % of control where 0% means no effect; nearly all actives have a fitted effect of over 50% in size
KB-3-1 cytotox – qHTS assay for MDR1-selective chemotherapeutics: Primary screen using the parental adenocarcinoma cell KB-3-1; KB-3-1 viability, CellTiter-Glo ATP luminescence, 72 h; Potency, µM (top dose mostly 46.1 µM), without a hit: at the top dose activity change, negative = cytotoxic, usual class: cytotoxic; hit rate 1.4% among 400,000; further: potency means the concentration at half of the fitted maximal effect; on the % scale 0 is the no-effect control and ±100 the full control effect; nearly all actives have a fitted effect of over 60% in size
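Here the drug-naive KB-3-1 line serves as comparator for MDR sub-line selectivity; cells received compound titrations, 72 h at 37 °C, then CellTiter-Glo readout.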
IL-1B inflam inh – qHTS for Inhibitors of Inflammasome Signaling: IL-1-beta AlphaLISA Primary Screen. THP-1 LPS/ATP IL-1B secretion, AlphaLISA, 16 h; hits give low values. activity change, % at 57.5 µM. hit rate 4.7% among 360,000. AID 743279, 2014; in the data active means activity change below about -50%; inconclusive means mostly about -30% to -49%; further: on the % scale 0 is the no-effect control and ±100 the full control effect
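Secreted IL-1B measured by AlphaLISA bead assay after 16 h compound exposure of THP-1 cells; compounds (final up to 57.5 uM) added 1 h before LPS (250 ng/mL) and ATP (1.25 mM) stimulation; lower signal means less secretion.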
HT1080 IDH1KD tx – qHTS for induction of synthetic lethality in tumor cells producing 2HG: qHTS for the HT-1080-IDH1KD cell line. Potency, µM (titrated, usually from 46.1 µM), without a hit: at the highest dose activity, negative = toxicity, usual class: cytotoxic. hit rate 2% among 360,000. HT-1080 IDH1 knockdown viability, ATP luminescence, 48 h;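 further: potency means the concentration at half of the fitted maximal effect; 0% = DMSO wells and -100% = cell-free medium wells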
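Assay cells: HT-1080 with IDH1 knockdown, 750 per well, RPMI/5% FBS. Exposure: 48 h at 37 °C following 2 h pre-incubation. Read: CellTiter-Glo luminescence; fitted concentration-response, curve class assigned.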
ATXN viability – Viability Counterscreen for Primary qHTS for Inhibitors of ATXN expression | S2 cells (HEK-293 line with an ATXN2-luciferase reporter) viability, CellTiter-Fluor protease fluorescence, 24 h | AID 651635, 2014 | Potency, µM (highest dose often 56.7 µM), hits mostly cytotoxic | hit rate 0.49% among 400,000; further: potency means the concentration at half of the fitted maximal effect; nearly all actives have a fitted effect of over 40% in size
SW480 rereplic – A quantitative high throughput screen for small molecules that induce DNA re-replication in SW480 colon adenocarcinoma cells. SW480 DNA re-replication, Hoechst DNA content imaging, 48 h. hit rate 1.8% among 340,000. Potency, µM (titrated, usually from 46.1 µM), without a hit: at the top dose re-replication activation, hits mostly activators; further: potency means the concentration at half of the fitted maximal effect; % of control where 0% means no effect; nearly all actives have a fitted effect of over 55% in size
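250 cells/well; 23 nL cpd via pin tool; 48 hr, 37 C, 5% CO2; Hoechst 40 min; imager read of total nuclear intensity, ex 405/em 500-530 nm.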
ATXN2 expr inh – Primary qHTS for Inhibitors of ATXN expression; HEK-293 ATXN2-luciferase reporter, luminescence, 24 h; Potency, µM (highest dose often 57 µM), for the others: top-dose activity change, negative = inhibition, actives largely listed as inhibitors; AID 1745845, 2022; hit rate 0.72% among 360,000; further: potency means the concentration at half of the fitted maximal effect; on the % scale 0 is the no-effect control and ±100 the full control effect; nearly all actives have a fitted effect of over 55% in size
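ATXN2-luciferase reporter cells (luciferase flanked by upstream and downstream ATXN2 gene portions) were treated 24 h at 37 °C with compounds at up to 57 uM. SteadyGlo luminescence gave expression; GF-AFC fluorescence gave viability.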
The depositor's hits bear a star; i = inactive; ? = inconclusive; · = no result given; [ ] = dose if it differs, or a comment. Unless noted, the call rests on the fitted dose curve; in most records, active means well fitted curve in the direction sought with a large enough effect; inconclusive means small, poorly fitted or top-dose-only effect, or another doubt; inactive means no such curve, though single readings can be large; an effect the other way counts as inactive or inconclusive. This is a random part of the collection; any-hit rate near 11%.

SMILES	HT1080NT lethal	KB-V1 cytotox	MCF10A rereplic	KB-3-1 cytotox	IL-1B inflam inh	HT1080 IDH1KD tx	ATXN viability	SW480 rereplic	ATXN2 expr inh
CC1=NN(c2ccccc2)C(=O)/C1=C/c1ccc[nH]1	-3%	-22%	?	2%	-12	-12%	?	-9%	10%
CC(=O)NN=C1CCC(c2ccccc2)CC1 (stereo unspecified)	20%	10%	-3%	17%	7	24%	i	-1%	11%
Cc1cccc(C(=O)Nc2nnc(S(=O)(=O)N3CCCc4ccccc43)s2)c1	·	16%	·	7%	·	·	i	·	5%
COc1cc(NC(=O)[C@H]2CCCN2S(=O)(=O)c2cccc3cccnc23)cc(OC)c1OC	7%	?	-15%	25%	2	3%	i	-10%[9.22 µM]	10%
O=C1c2ccccc2C(=O)N1c1ccc(S(=O)(=O)N2CCN(c3ccccc3)CC2)cc1	15%	?	-10%	-4%	39	7%	i	-2%	5%
CCOC(=O)[C@H]1[C@H]2COc3ccc(C)cc3[C@@H]2N2C(=O)CN(CC3CCCO3)C(=O)[C@@]12C (stereo partly specified)	25%	-6%	4%	8%	-2	27%	i	-11%	8%
C/C=C\C=C/C(=O)Nc1cccc(C2=NOC3(C2)C[C@H](C(N)=O)N(C(=O)c2ccc(OC)cc2)C3)c1 (stereo partly specified)	10%	11%	32%	11%	-2	4%	i	-4%	4%
CCC1CN(C(=O)N2CCC(C(=O)NCc3ccco3)CC2)c2ccccc2O1 (stereo unspecified)	6%	-12%	-1%	-2%	23	6%	i	?	-4%
COC(=O)Nc1ccc(S(=O)(=O)N2CCC(C(=O)N3CCCC(C)C3)CC2)cc1 (stereo unspecified)	-4%	?	1%	4%	23	-15%	i	-8%	-7%
CCN1CCN(c2nc3c(c(=O)n(C)c(=O)n3C)n2Cc2cccc3ccccc23)CC1	6%	0%	3%	6%	14	-15%	i	-9%	2%
O=C1CN(C(=O)CSc2ccc(-c3ccc(F)cc3)nn2)c2ccccc2N1	3%	-14%	-9%	-15%	16	2%	i	-10%	-12%
COC(=O)c1scc(C)c1NC(=O)CC1NCCNC1=O (stereo unspecified)	2%	17%	0%	2%	0	3%	i	-24%	·
c1ccc(COc2ccc(-c3csnn3)cc2)cc1	21%	5%	0%	13%	-26	5%	i	14%	55%[activator]
Cc1ccc2cc(CCNC(=O)CC(C)C)c(=O)[nH]c2c1	0%	-11%	6%	0%	-8	3%	i	-4%	-3%
CCC(Oc1ccccc1)C(=O)Nc1ccccc1C(=O)N1CCCCC1 (stereo unspecified)	-5%	12µM*	12%	1%	-15	-8%	i	-5%	-28%
O=C1C=C(c2ccccc2)CCC1	5%	0%	?	0%	33	6%	i	12%	9%
CC1Sc2ccc(C(=O)Nc3ncccc3O)cc2NC1=O (stereo unspecified)	-3%	0%	-20%	-2%	-6	-1%	i	-62%[inhibitor]	?
CCN(CC)C(=O)C1=C(C)N(CCCOC)C(=O)C(CC(=O)NCC2CCCCC2)C1 (stereo unspecified)	-2%	-19%	·	1%	9	5%	i	·	13%
CCCc1cc(=O)[nH]c(SCc2nc3ccc([N+](=O)[O-])cc3[nH]2)n1	9.2µM*	10%	7%	?	36	15µM*	i	18%	-2%
Cc1ccsc1/C=N/n1cnnc1	17%	17%	-4%	12%	22	?	i	2%	-4%
COC(=O)CN(C(=S)Nc1ccccc1)C1CC(=O)N(c2ccc(OC)cc2)C1=O (stereo unspecified)	-2%	?	-6%	6%	-4	5%	i	-9%	1%
CCN(C(=O)Cn1c(=O)n(Cc2ccccc2)c(=O)c2c1c1cc(OC)ccc1n2C)c1ccccc1	·	0%	·	-3%	·	·	i	·	6%
Cc1cccc(OCc2nnc(-c3ccc(F)cc3)o2)c1	14%	?	1%	4%	-2	7%	i	-5%	2%
Cc1ccc2[nH]c3c(c2c1)CN(C(=O)CN1CCCc2ccccc21)CC3	?	-13%	23µM*	-3%	-10	23µM*	i	?	-8%
COc1cc(NC(=O)CCCOc2ccc(Cl)cc2Cl)c(C(=O)O)cc1OC	16%	6%	-1%	0%	37	3%	i	-19%	·

The closing 4 records of the part before open the next one.
SMILES	HT1080NT lethal	KB-V1 cytotox	MCF10A rereplic	KB-3-1 cytotox	IL-1B inflam inh	HT1080 IDH1KD tx	ATXN viability	SW480 rereplic	ATXN2 expr inh
CCN(C(=O)Cn1c(=O)n(Cc2ccccc2)c(=O)c2c1c1cc(OC)ccc1n2C)c1ccccc1	·	0%	·	-3%	·	·	i	·	6%
Cc1cccc(OCc2nnc(-c3ccc(F)cc3)o2)c1	14%	?	1%	4%	-2	7%	i	-5%	2%
Cc1ccc2[nH]c3c(c2c1)CN(C(=O)CN1CCCc2ccccc21)CC3	?	-13%	23µM*	-3%	-10	23µM*	i	?	-8%
COc1cc(NC(=O)CCCOc2ccc(Cl)cc2Cl)c(C(=O)O)cc1OC	16%	6%	-1%	0%	37	3%	i	-19%	·
Cc1cc(N2CCOCC2)nc2ccc(NC(=S)N3CCN(Cc4ccccc4)CC3)cc12	-16%	-24%	?	0%	-71*	-10%	i	16%	-1%[11.3 µM]
CC(C)(C)Nc1c(C2CCNCC2)nc2c(OCc3ccccc3)cccn12	?	-5%	·	0%	?	?	?	·	?
Clc1ccc(OCCn2c(-c3ccco3)nc3ccccc32)cc1	-5%	0%	?	?	0	-24%	·	-7%	·
CN(c1ccccc1)S(=O)(=O)c1cccc(C(=O)NCCc2ccc(O)c(O)c2)c1	-26%	-2%	?	-2%	14	?	i	17%	10%
O=C1/C(=C/c2ccco2)CCc2ccccc21	7%	-4%	0%	13%	?	1%	i	-3%	52%[activator]
CCc1nnc(NS(=O)(=O)c2ccc(NCc3cc(Br)ccc3O)cc2)s1	-1%	·	11%	·	3	-6%	i	8%	-17%
CCOC(=O)c1[nH]c(C)c(CCC(=O)Nc2cc(Cl)c(OC)cc2OC)c1C	·	?	·	-18%	·	·	i	·	-12%
Cn1cc(C=CC(=O)O)c2nccnc21	0%	-4%	·	7%	45	16%	i	·	·
COc1cc2c(-c3ccc(O)cc3)nc3c(c(C)nn3-c3ccccc3)c2cc1OC	-19%	3.7µM*	15µM*	?	22	-26%	?	?	-33%
Clc1cccc(-c2cc3nc(NCCOc4ccccc4)ccn3n2)c1	-7%	-12%	·	?	-17	-12%	i	·	11%
Cc1cccc(CC2CC(=O)N(c3ccc(C)cc3Br)C2=O)c1 (stereo unspecified)	-1%	-2%	3%	-6%	5	2%	i	-1%	-9%
CN(C)C(=O)c1ccc(NC(=O)Cn2nc(-c3ccccc3)c3ccccc3c2=O)cc1	·	6%	·	0%	·	·	i	·	9%
C=CCc1cccc2cc(C(=O)NC(C)(C)C)c(=O)oc12	21%	13%	-8%	4%	-4	17%	i	-3%	2%
Cc1ccc(N2CCN(S(=O)(=O)c3c(C)noc3C)CC2C)cc1 (stereo unspecified)	-6%	-13%	18%	-30%	0	2%	i	-1%	-12%
CCCCc1cc(=O)oc2cc(O)cc(O)c12	-20%	10%	?	0%	36	-12%	i	0%	-14%
COC(=O)CCCC1=CC2=CC(=O)C(C)(OC(=O)CCc3ccccc3)C(=O)C2=CO1 (stereo unspecified)	?	-5%	-17%	-1%	7	-4%	i	-27%	-13%
COc1ccc(-c2c3c(=O)n(C)c(=O)n(C)c3cn2-c2cccc(N)c2)cc1	·	-3%	·	-5%	·	·	?	·	-14%
Cc1c(Cc2ccccc2)sc(NC(=O)Cc2ccccc2)c1C(N)=O	?	-8%	1%	-5%	-19	?	i	1%	-20%
CCCc1cc(=O)[nH]c(SCCOC(=O)c2ccccc2)n1	4%	-10%	-2%	0%	20	0%	i	2%	1%
Cc1cc(NC(=O)C2C3C(=O)N(Cc4ccc(Cl)cc4)C(C(=O)NC4CCCCC4)C34C=CC2(C)O4)no1 (stereo unspecified)	-1%	?	13%	0%	-2	1%	i	-75%[inhibitor]	-2%
Cc1ccc(C(=O)Nc2sc(Cc3ccc4c(c3)OCO4)c(C)c2C(N)=O)cc1	?	-5%	4.1µM*	?	14	?	i	8%	7%
Cc1nc2ccccc2n1C(=O)c1cc(-c2ccc(Br)cc2)nc2ccccc12	0%	-16%	18%	4%	8	-6%	i	12%	10%
O=C(NC1CC1)C1CC(=O)N(c2cccc(Cl)c2)C1 (stereo unspecified)	0%	?	0%	1%	0	5%	i	10%	1%
Cc1cc(C)c(C#N)c(OCc2ccc(Cl)nc2)n1	-1%	-25%	1%	1%	23	-6%	·	-12%	-18%
Cc1cccc(NC(=O)CSc2nnc(-c3cc(C)[nH]n3)n2N)c1	5%	0%	1%	-1%	-16	6%	i	-2%	2%
O=C(Nc1ccn(Cc2ccccc2F)n1)c1ccc(COc2cc(Cl)ccc2Cl)o1	-26%	4.1µM*	?	-28%	-16	-29%	i	18%	-25%
CCCCNCc1cc(Br)c(OCC(=O)NCc2ccccc2)c(OC)c1	-13%	?	-1%	-1%	-26	-2%	i	-7%	0%
N#Cc1c(-c2ccccc2)cc(-c2ccccc2)nc1Br	-2%	-18%	-4%	-4%	-2	-4%	i	0%	-10%
COC(=O)c1ccc(COc2cc([N+](=O)[O-])cc3cccnc23)cc1	11%	54%	9%	0%	-2	12%	i	65%	3%
COc1ccc(-c2ccccc2)cc1NC(=O)[C@@H]1O[C@H](CO)[C@@H](O)[C@H]1O	5%	5%	·	0%	7	12%	i	·	-1%
